# Bioassay records (PubChem BioAssay)
# 12-LOX inh = Primary qHTS assay for inhibitors of human arachidonate 12S-lipoxygenase (ALOX12): Round 2; hit rate 1.1% among 580,000; Potency, µM (top dose mostly 108 µM), for the others: at the top dose activity change, negative = inhibition, usual class: inhibitors; purified 12hLO, xylenol orange hydroperoxide absorbance; active means well fitted inhibition curve with a large enough effect; inconclusive means small, poorly fitted or top-dose-only effect, or another doubt; inactive means no such curve, though single readings can be large or run the other way
# Target sequence (P18054 whole entry, looked up): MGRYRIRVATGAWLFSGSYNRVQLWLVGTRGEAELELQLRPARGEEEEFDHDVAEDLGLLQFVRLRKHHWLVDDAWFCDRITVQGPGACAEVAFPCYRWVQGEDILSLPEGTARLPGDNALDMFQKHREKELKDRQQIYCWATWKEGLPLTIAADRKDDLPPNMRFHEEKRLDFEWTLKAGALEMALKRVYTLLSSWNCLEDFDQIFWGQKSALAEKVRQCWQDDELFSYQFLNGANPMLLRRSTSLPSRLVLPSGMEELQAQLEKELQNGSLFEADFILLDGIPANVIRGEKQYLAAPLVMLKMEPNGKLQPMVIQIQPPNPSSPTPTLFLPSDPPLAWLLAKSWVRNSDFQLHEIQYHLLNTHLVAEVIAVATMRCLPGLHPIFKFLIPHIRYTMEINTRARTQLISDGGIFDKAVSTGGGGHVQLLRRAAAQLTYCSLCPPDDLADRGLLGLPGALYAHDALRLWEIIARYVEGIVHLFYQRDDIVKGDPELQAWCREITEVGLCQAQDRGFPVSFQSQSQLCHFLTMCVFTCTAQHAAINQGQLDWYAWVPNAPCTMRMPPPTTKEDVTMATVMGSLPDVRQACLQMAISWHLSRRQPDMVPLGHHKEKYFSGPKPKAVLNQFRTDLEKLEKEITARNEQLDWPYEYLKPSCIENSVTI
#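 Hydroperoxide product was detected by ferrous iron/xylenol orange as the 573 to 405 nm absorbance ratio. Arachidonic acid at 40 uM (final) was turned over for 30 min at room temperature by 150 nM human 12hLO, pH 7.0 Hepes buffer, after 15 min compound preincubation.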
# * hit, by the source's call; u = inconclusive; [ ] = remark or other dose. On the % scale 0 is the no-effect control and ±100 the full control effect; potency means the concentration at half of the fitted maximal effect.
# The opening 4 entries (preview)
structure	12-LOX inh
COCc1cccc(CNC(=O)NC(C)COCC(F)(F)F)c1 (stereo not drawn)	16.5%
CC(C)c1nc2oc3c(=O)n(C)cnc3c2c2c1CCC2	1.0%
Cc1cccc(C(=O)N2CCC3(CCC(=O)N(C(C)C(=O)O)C3)CC2)c1 (stereo not drawn)	27.1%
CCN(CC)S(=O)(=O)c1ccc(OC)c(NC(=O)c2nn(C)c(=O)c3ccccc23)c1	9.1%

# All compounds of this part, previewed entries included:
structure	12-LOX inh
COCc1cccc(CNC(=O)NC(C)COCC(F)(F)F)c1 (stereo not drawn)	16.5%
CC(C)c1nc2oc3c(=O)n(C)cnc3c2c2c1CCC2	1.0%
Cc1cccc(C(=O)N2CCC3(CCC(=O)N(C(C)C(=O)O)C3)CC2)c1 (stereo not drawn)	27.1%
CCN(CC)S(=O)(=O)c1ccc(OC)c(NC(=O)c2nn(C)c(=O)c3ccccc23)c1	9.1%
O=S(Cc1cccc(Cl)c1)Cc1cccc(C(F)(F)F)c1 (stereo not drawn)	48.6%
Cc1c(NCC(=O)Nc2ccccc2C(C)C)cccc1C(=O)N1CCc2sccc2C1	4.1%
Cc1nc(CC2CCN(C(=O)C3CCC3)CC2)n[nH]1	37.7%[activator]
Cc1ccccc1-c1nc2ccc(NC(=O)C3CC3)cc2o1	u
Cc1ccnc2nc(C(=O)OC(C)C(=O)c3c[nH]c4ccccc34)nn12 (stereo not drawn)	-11.2%
CCc1ccc(S(=O)(=O)Nc2ccc(N3CCCS3(=O)=O)cc2)s1	u
CNC(=O)[C@@H]1CN(C(=O)Cc2cccc(Cl)c2)C[C@H]1CO	52.3%[activator]
O=C(CN1CCN(Cc2ccccc2)CC1)Nc1cccc(Cl)c1Cl	-6.0%
Cn1cnc(S(=O)(=O)N2CCCC(Cc3noc(C4CC4)n3)C2)c1 (stereo not drawn)	10.9%
CC(=O)N1CCNc2cc(NCc3ccc(F)cc3)ncc2C1	u
COCCN1Cc2cc(C(=O)OC)c3c(c2C1=O)c1cc(F)ccc1n3C(=O)c1ccccc1	-19.9%
COc1cccc(CN2Cc3cc(NC(=O)COc4ccccc4)ccc3OC(C)C2=O)c1 (stereo not drawn)	3.6%
CC1(Cc2ccccc2OC(F)(F)F)C(=O)Nc2ccc(S(=O)(=O)NC3CCCCC3)cc21 (stereo not drawn)	-2.8%
Cn1cccc1CN1CCCC12Cc1ccccc1CNC2=O (stereo not drawn)	0.5%[6.33 µM]
O=C(N/N=C/c1cccnc1)C1CC1	24.8%
O=C1CC(c2ccccc2)N(Cc2ccncc2)CCCN(C(=O)c2ccc3ncccc3c2)CCN1 (stereo not drawn)	38.3%[activator]
COc1ccc(C2CC(=O)C(c3ccccc3OC)=CN2Cc2ccccc2)cc1 (stereo not drawn)	-6.5%
CCOc1ccc(-c2cc3ccccc3[nH]2)cc1	12.6µM*
Cc1cc(-c2nn3c(-c4ccco4)nnc3s2)n(C)n1	-11.4%
CC(=O)Nc1ccc(S(=O)(=O)NC[C@@H]2C=C(C)[C@H](CC(=O)N3CCCC3)C[C@H]2C(C)C)cc1	4.1%
C=CCO[C@H]1CN(C(=O)OC)[C@@H]2C[C@H]1Oc1ccccc12	0.7%
CC1(C(=O)O)CCCN1C(=O)c1ccc(Cl)cc1Cl (stereo not drawn)	-8.8%
COc1ccc(NC(=O)CSc2nnnn2-c2cccc(OC)c2)cc1	-5.8%
CC(=O)Nc1ccc2c(c1)nc(CCNC(=O)c1ccc(C)c(F)c1)n2C	-8.2%
COc1cccc(CNC(=O)[C@H]2CCCN2C(=O)[C@H]2CCCN2)c1	-7.3%
COc1ccc(CCNC(=S)Nc2cccc(F)c2)cc1	u
N#CC(Cc1cccnc1)C(=O)Nc1ccccc1Br (stereo not drawn)	-8.8%
O=C(NCc1nnc2cc(-c3nc(C4CC4)no3)ccn12)C1(c2ccccc2)CC1	8.9%
O=C(CSc1ncnc2nc[nH]c12)Nc1ccc(F)cc1	-8.1%
COc1ccc(NC(=O)CSc2nnc(C3CCCCC3)n2-n2cccc2)cc1	-2.7%
O=C(NC1CCCCCC1)C1CCN(C(=O)c2ncn3c2COC(c2ccc(F)cc2)C3)CC1 (stereo not drawn)	u
COc1cccc(CCc2ccccc2C(=O)N[C@@H]2COCC[C@H]2O)c1	33.6%[activator]
COCCNc1nc2cc(-c3ccsc3)sc2c(=O)n1C	-20.1%
Cc1ccc2[nH]cc(C(C(=O)O)N3CCN(Cc4ccncc4)CC3)c2c1 (stereo not drawn)	-1.6%
COc1cccc(C(=O)CC2(O)C(=O)Nc3ccc(F)cc32)c1 (stereo not drawn)	0.7%
CCCCCCn1c(N2CCN(CC(=O)OC)CC2)nc2c1c(=O)[nH]c(=O)n2C	3.8%

# Further compounds follow:
canonical_smiles	12-LOX inh
COc1ccc(-c2c(NC(=O)c3cccs3)oc3ccc(Cl)cc3c2=O)cc1OC	-46.8%
COc1ccccc1CCn1cnc(-c2ccc(Br)cc2)c1CC(C)C	u
CCCCN(C)C(=O)Cn1cc(C#N)c2ccccc21	u
Fc1ccc(CCNC(=S)Nc2cccc(Cl)c2)cc1	u
Cc1nn(-c2ccc(C(F)(F)F)cc2)c(C)c1[C@@H]1C=C[C@@H](NC(=O)NC2CCCCC2)C1	-9.0%
CCCCCn1nc(C(=O)N(CCC(=O)OCC)CC2CC2)c2ccccc2c1=O	70.5%
COC(=O)c1sccc1S(=O)(=O)N1CCC(n2c(CC3CCCC3)nc3cccnc32)CC1	3.0%
O=C1Nc2ccc(-c3ccsc3)cc2C(=O)N2CCN(C(=O)CO)C[C@H]12	-15.6%[176 µM]
Cc1ccccc1-c1noc(CSc2nc(C)c(C)n2C2CCCC2)n1	-11.9%
Cc1c(Cl)cccc1NC(=O)Cn1cnc2c1c(=O)n(C)c(=O)n2C	u
O=C(Nc1ccc2c(c1)OCCO2)N1CCCC(CN2CCOCC2)CC1 (stereo not drawn)	13.7%
N#CC1=C(N)OC2=C(C(=O)CC(c3ccccc3)C2)C1c1cccc(Cl)c1 (stereo not drawn)	u
O=C(CCc1cccnc1)Nc1cccnc1	10.1%
CC(C)C/C=N/NC(=O)c1ccccc1	38.9%[activator]
Cc1ccc(CNc2nc(N)c([N+](=O)[O-])c(Nc3cccc(Cl)c3)n2)cc1	46.6%
O=C(Cn1cnc2sc3c(c2c1=O)CCCC3)NCCC(=O)N1CCC(Cc2ccccc2)CC1	u
Cc1cc(C(=O)N2CCOCC2)c2c(C3CCNCC3)noc2n1	8.4%[6.33 µM]
Cc1cc(C)c2ccc(C(=O)O)cc2n1	0.0%
COc1ccc(C(=O)NCc2nnc3ccc(-c4ccc(Cl)cc4)nn23)cc1F	-3.4%
Cn1c(C(=O)N2CCC(NC(=O)c3ccncc3)CC2)cc2ccccc21	25.5%
N#Cc1cccc(C(=O)Nc2ccc([C@H]3OCC(=O)N(Cc4cccnc4)[C@@H]3CO)cc2)c1	0.1%
O=C(CN1C(=O)NC2(CCCCC2)C1=O)Nc1ccc(F)cc1F	u
O=C(CCc1ncc(-c2ccccc2F)o1)Nc1ccccn1	3.6%
COC[C@H]1C[C@@H](NC(=O)c2cc(C)oc2C(F)(F)F)[C@H](O)[C@@H]1O	76.9%[activator][176 µM]
O=C(c1cccnc1)N1C[C@@H]2OCC(=O)N(Cc3ccncc3)[C@@H]2C1	5.5%[176 µM]
Cc1noc(C)c1CC(=O)N1CCCC(c2nn(C)c(=O)n2-c2ccccc2)C1 (stereo not drawn)	-3.4%
FC(F)(F)c1ccc(CCNC(=S)NC2CC3CCC2C3)cc1 (stereo not drawn)	u
CNCCCNC(=O)/C=N/O	7.6%
CCOC(=O)C(=O)CC(=O)c1ccc(Cl)c(Cl)c1	u
N#Cc1ccc(NC(=O)CCNC(=O)c2ccccc2)c(C(F)(F)F)c1	16.4%
O=C(c1ccc(F)cc1)N1CCC2(CC1)CC(N(Cc1ccc(F)cc1)C1CC1)CCO2 (stereo not drawn)	16.8%
c1ccc(-c2cnc(CSc3nnc(-c4ccccc4)o3)o2)cc1	u
CC[C@H]1CN(C(=O)C(C)(C)C)CC[C@H]1CC(=O)NCc1ccco1	-2.5%[176 µM]
CCCN1C(=O)C(CC(=O)N2CCCC2)Sc2ncccc21 (stereo not drawn)	25.2%
CCOC(=O)[C@]12CCC=C1N(Cc1cccc3ccccc13)C(=O)[C@H](CC(=O)NCc1cccs1)C2	0.1%
CC(/C=C/c1ccccc1)=N/Nc1ccc([N+](=O)[O-])cc1	u
COc1ccc(OCc2nc(C)c(CCO)c(=O)n2CC(=O)Nc2ccc(C)c(C)c2)cc1	14.8%
CCOC(=O)/C(C#N)=C\c1cc(Cl)c(OC)c(OCC)c1	6.6%
Cc1cccc(C)c1NC(=O)CCn1cnc2c1c(=O)n(C)c(=O)n2C	15.3%
O=C(Nc1cc(=O)[nH]c2nc(C(F)(F)F)nn12)c1ccc(Cl)cc1Cl	25.1µM*
COC(=O)c1c(COc2ccc(C)nc2[N+](=O)[O-])nc2ccccc2c1-c1ccccc1	-43.1%
COc1ccc2nc([C@H]3CCN(Cc4cccc(Cl)c4)C3)[nH]c2c1	-13.2%[176 µM]
CCn1nc(-c2ccc3c(c2)OCO3)nc1N(C)C	33.2%[activator]
COc1ccc(C(=O)C(C)Oc2ccc(C)c(C)c2)cc1 (stereo not drawn)	54.3%[activator]
FC(F)(F)c1cccc(CC2CN(Cc3ccccc3)Cc3ccccc3N2c2cc(Cl)cc(Cl)c2)c1 (stereo not drawn)	u
COc1cccc(-n2cc(C(=O)O)c3c2C(c2cccc(OC)c2OC)CC(=O)N3)c1 (stereo not drawn)	14.7%
CC(=O)Nc1cc2nc3ccccc3oc-2cc1=O	10.6%
O=C(c1csc2nc(-c3ccc(C(F)(F)F)cc3)cn12)N1CCN2CCCC2C1 (stereo not drawn)	16.0%
CN(CC1CCOC1)C(=O)c1ccc(F)c(F)c1 (stereo not drawn)	22.3%
N#C/C(=C/c1ccc(OCc2ccccc2C#N)cc1)c1cccc(F)c1	2.7%
O=C1NC[C@H](CCCCN2CCN(CCc3ccc(O)cc3)C(=O)C2=O)N(CCC2CCCCC2)C1=O	-7.2%
Cn1c(=O)c2c(ncn2Cc2ccc(F)cc2Cl)n(C)c1=O	-16.1%
O=C(O)C1CCc2nnc(C3CCN(C(=O)c4ccc5c(c4)OCO5)CC3)n21 (stereo not drawn)	u
Cc1cc(C)n(CC(=O)N2C[C@@H](Oc3ccccc3)C[C@H]2C(=O)N2CCCC2)n1	64.1%[activator]
CCCN(CC1CCOC1)S(=O)(=O)c1cccc(OC)c1 (stereo not drawn)	16.4%
CC(C)c1noc(-c2cn(C3CCN(C(=O)c4cccs4)CC3)nn2)n1	23.3%
CCCNC(=O)N1CCC2(CC1)CC(N(C(=O)NC(C)C)C1CC1)CCO2 (stereo not drawn)	-8.7%
COc1cccc(CNC[C@H]2O[C@@H](n3ccc(N)nc3=O)[C@H](O)[C@@H]2O)c1OCc1ccc(F)cc1Cl	u
O=C(NCc1ccc2c(c1)OCO2)C1CCc2sc(C(=O)N3CCCCCC3)cc2C1 (stereo not drawn)	-5.9%
COc1ccccc1CNC(=O)C1(CCO)CCN(c2ncccn2)C1 (stereo not drawn)	20.4%

# 5 successive compounds from above, for reference:
canonical_smiles	12-LOX inh
CC(C)c1noc(-c2cn(C3CCN(C(=O)c4cccs4)CC3)nn2)n1	23.3%
CCCNC(=O)N1CCC2(CC1)CC(N(C(=O)NC(C)C)C1CC1)CCO2 (stereo not drawn)	-8.7%
COc1cccc(CNC[C@H]2O[C@@H](n3ccc(N)nc3=O)[C@H](O)[C@@H]2O)c1OCc1ccc(F)cc1Cl	u
O=C(NCc1ccc2c(c1)OCO2)C1CCc2sc(C(=O)N3CCCCCC3)cc2C1 (stereo not drawn)	-5.9%
COc1ccccc1CNC(=O)C1(CCO)CCN(c2ncccn2)C1 (stereo not drawn)	20.4%

# (next part)
canonical_smiles	12-LOX inh
CC[C@H]1CN(C(=O)Nc2ccccc2)CC[C@H]1CC(=O)N(C)CC#N	51.8%[activator][176 µM]
CC(=O)NC1(C)CN(Cc2ccc(-c3ccccc3OCc3ccccc3)s2)C1	-7.9%[176 µM]
CN(C)C[C@@H]1CN(Cc2ccccc2)C[C@H]1NC(=O)c1nccn1C	93.6%[activator]
CCOc1ccc(NS(=O)(=O)c2ccc(Cl)c(C(=O)Nc3ccc4oc(C)nc4c3)c2)cc1	-7.6%
CC[C@@H]1Cc2[nH]c(=O)[nH]c(=O)c2[C@H](c2ccc(Cl)cc2)O1	0.0%
CC(C)c1c(C(=O)NCC(C)(C)N2CCOCC2)cnn1-c1nccc(-c2ccccc2F)n1	5.3%
Cc1nn(-c2ccc(C(C)(C)C)cc2)c(C)c1[C@@H]1C=C[C@@H](NC(=O)CC(C)(C)CC(=O)O)C1	u
CC1(C(=O)NCc2cccc(C(F)(F)F)c2)CCN1Cc1ccc(-c2ccccc2)o1 (stereo not drawn)	u
COc1ccc2[nH]c(CNC(=O)C(c3ccc(F)cc3)N(C)C)cc2c1 (stereo not drawn)	0.2%
CC(C)(C)C(=O)/C=c1/[nH]c(=O)/c(=C/c2ccccc2OC(F)F)s1	-1.3%
CN(C)c1ccc(-c2ccnc(N[C@H]3CO[C@H]4[C@@H]3OC[C@@H]4NC(=O)NCc3ccccc3)n2)cc1	u
O=C(NC1C[C@H]2CC[C@@H](C1)N2C(=O)c1ccco1)c1ccncc1 (stereo partly drawn)	-3.7%
O=C(CCc1nc2ccccc2s1)NC1CCCCC1	-22.3%
CCc1ccc(CN2CCC3(Cc4ccccc4CNC3=O)C2)cc1 (stereo not drawn)	u
O=C(c1ccccn1)N1CC[C@@H]2[C@@H](CCC(=O)N2CCc2cnc[nH]2)C1	-5.5%
CCCN(CC1CC1)C(=O)COC(=O)c1csc(NCc2ccccc2)n1	u
O=C(c1ccoc1)N1CCN(C(=O)N2CC3CC(C2)[C@H]2CCCC(=O)N2C3)CC1 (stereo partly drawn)	26.6%

# Only part of the results is shown, so the mix of outcomes need not match the whole.
